Source: PubChem BioAssay
D1 agonist: Allosteric Agonists of the Human D1 Dopamine Receptor: qHTS. D(1A) dopamine receptor (Homo sapiens), P21728. 360,000 tested, 1% active. activation, % at 2 µM. HEK293 T-REx D1 cells, calcium flux, agonist mode; further: 0% is about no effect
Target sequence (P21728 whole entry, looked up): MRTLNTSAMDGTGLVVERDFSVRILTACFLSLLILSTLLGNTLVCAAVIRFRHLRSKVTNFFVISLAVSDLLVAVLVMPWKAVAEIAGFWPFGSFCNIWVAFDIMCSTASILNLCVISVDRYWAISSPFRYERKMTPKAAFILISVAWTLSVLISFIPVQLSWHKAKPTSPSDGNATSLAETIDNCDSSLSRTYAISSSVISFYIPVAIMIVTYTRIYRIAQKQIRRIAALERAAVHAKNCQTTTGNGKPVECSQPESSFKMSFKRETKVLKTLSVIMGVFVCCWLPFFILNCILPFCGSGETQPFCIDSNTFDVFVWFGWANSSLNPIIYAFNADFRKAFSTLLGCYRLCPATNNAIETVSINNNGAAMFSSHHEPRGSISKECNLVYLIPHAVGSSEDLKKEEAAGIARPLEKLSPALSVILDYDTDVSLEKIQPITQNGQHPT
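Tetracycline-induced HEK293 TREx D1 cells, force-coupled to calcium signalling, were dye-loaded with a no-wash calcium kit. Compound was pin-added after a 10 s baseline. Fluorescence was read kinetically at 1 cycle/s for 180 s, with calcium rises flagged as agonism.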
D2 antagonist: HTS Assay for Allosteric Antagonists of the Human D2 Dopamine Receptor: Primary Screen for Antagonists; HEK293 TREx D2 cells, calcium flux, dopamine EC80; AID 485344, 2010; 340,000 tested, 2% active; inhibition, % at 10 µM; D(2) dopamine receptor (Homo sapiens), P14416; in the data active means inhibition above about 30%; further: 0% is about no effect
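Dopamine at EC80 is the agonist stimulus; test compounds precede it by 180 s. Calcium flux read kinetically in a force-coupled, inducible HEK293 T-REx D2 cell line.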
D1 antag: Antagonist of Human D 1 Dopamine Receptor: qHTS; 360,000 tested, 3.2% active; HEK293 TREx D1 cells, calcium flux, dopamine EC80; active compounds read low; AID 504652, 2011; activity change, negative = inhibition, % at 10 µM; in the data active means activity change below about -30%; further: on the % scale 0 is the no-effect control and ±100 the full control effect
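Compound effects on dopamine-evoked calcium signalling were measured in tetracycline-induced HEK293 Trex D1 cells. Dopamine at EC80 followed a 180 s compound pre-read, and fluorescence was tracked kinetically for 180 s more.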
RXFP1 antagonist: qHTS Assay for Antagonists of the Relaxin Receptor RXFP1 | Relaxin receptor 1 (Homo sapiens), Q9HBX9 | HEK293-RXFP1, relaxin-stimulated cAMP HTRF, 30 min; active compounds read low | 350,000 tested, 0.59% active | activity change, negative = inhibition, % at 57.5 µM;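 active means activity change of -60% or lower, but not beyond a set lower limit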; further: on the % scale 0 is the no-effect control and ±100 the full control effect
D2 ag: HTS Assay for Allosteric Agonists of the Human D2 Dopamine Receptor: Primary Screen for Agonists; HEK293 T-REx D2 cells, calcium flux agonist mode; D(2) dopamine receptor (Homo sapiens), P14416; AID 485358, 2010; 340,000 tested, 0.53% active; activation, % at 2 µM;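 active means activation over 3 SD above normal in the single-dose calcium agonist read, cut at about 30% in these data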; further: 0% is about no effect
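Agonism is scored from calcium flux in a force-coupled, inducible HEK293 cell line expressing D2, read kinetically for 180 s after compound addition against dopamine controls.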
TRHR PAM: qHTS for Small Molecule Agonists and Allosteric Enhancers of Human TRH Receptor: Primary Screen for Enhancers. enhancement, % at 2 µM. TRHR cells, fluo-8 calcium fluorescence, EC20 TRH enhancement. 360,000 tested, 0.66% active; in the data active means enhancement above about 30%; further: 0% is about no effect
Target sequence (P34981 whole entry, looked up): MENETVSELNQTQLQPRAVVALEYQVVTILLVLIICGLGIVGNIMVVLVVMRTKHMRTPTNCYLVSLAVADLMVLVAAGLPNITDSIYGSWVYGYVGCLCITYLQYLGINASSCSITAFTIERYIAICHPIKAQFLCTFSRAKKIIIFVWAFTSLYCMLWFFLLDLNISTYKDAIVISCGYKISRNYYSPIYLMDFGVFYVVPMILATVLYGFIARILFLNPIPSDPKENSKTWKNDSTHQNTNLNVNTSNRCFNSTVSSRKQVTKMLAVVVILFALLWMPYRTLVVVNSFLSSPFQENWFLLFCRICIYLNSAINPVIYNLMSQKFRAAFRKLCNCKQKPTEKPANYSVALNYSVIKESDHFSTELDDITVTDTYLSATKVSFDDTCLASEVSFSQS
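TRHR-expressing cells loaded with fluo-8 calcium dye were read kinetically (ex 480/em 530) during compound addition, then stimulated with an EC20 of TRH (10 nM final). Enhancement of the Gq-mediated intracellular calcium response was scored.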
D1 PAM: Potentiators of Human D1 Dopamine Receptor: qHTS | HEK293 TREx D1 cells, calcium flux, dopamine EC20 potentiation | potentiation, % at 10 µM | 360,000 tested, 0.036% active; in the data active means potentiation above about 30%; further: 0% is about no effect
D2 potentiator: HTS Assay for Positive Allosteric Modulators of the Human D2 Dopamine Receptor: Primary Screen for Potentiators. 340,000 tested, 0.34% active. D(2) dopamine receptor (Homo sapiens), P14416. potentiation, % at 10 µM. HEK293 T-REx D2, calcium flux, EC20 dopamine potentiation;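 active means potentiation over 3 SD above the plate norm, cut at about 30% in these data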; further: 0% is about no effect
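Primary screen. Calcium kinetics in induced HEK293 T-REx D2 cells: compound pre-addition 180 s, EC20 dopamine, 180 s more.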
TRHR ag: qHTS for Small Molecule Agonists and Allosteric Enhancers of Human TRH Receptor: Primary Screen for Agonists; TRHR cells, calcium flux fluo-8, FDSS agonist mode; activation, % at 2 µM; 360,000 tested, 0.18% active; AID 493084, 2011; further: 0% is about no effect
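In this calcium-flux screen, cells bearing human TRHR are dye-loaded with fluo-8, baselined for 10 cycles, then exposed to library compounds; positive kinetic calcium responses during the agonist phase mark hits, with TRH as control.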
An asterisk follows results filed as active; / = no result given. Unless noted, no stated cut-off is given here; in the data, active means activation above about 30%; inactive means the rest.

SMILES	D1 agonist	D2 antagonist	D1 antag	RXFP1 antagonist	D2 ag	TRHR PAM	D1 PAM	D2 potentiator	TRHR ag
CCSc1nnc(Cn2c(=O)sc3ccccc32)n1-c1ccccc1C	1	-10	-6	-8	-0.9	-8	3	4	-0.6
CNC(=O)COc1ncnc2sc(C)c(C)c12	1	-18	12	-6	1.6	4	-1	6	0.9
Nc1cc(N)nc(SCC(=O)c2ccccc2)n1	1	-8	-4	17	0.1	0	2	-5	0.6
NC(=O)CCN1CCN(C(=O)c2ccc3nc(Cc4cccc(Cl)c4)oc3c2)CC1	2	-9	3	-4	0.5	0	24	3	0.5
CC(C)Nc1nc(NC(C)C)nc(Oc2ccc(OCc3ccccc3)nn2)n1	7	-10	-1	4	-2.2	-2	2	2	-2.4
CC(=O)Nc1ccc(N=Nc2c(C)[nH]n(C(N)=S)c2=O)cc1	-2	1	-8	10	0.0	-2	2	-7	-0.1
COc1cc([N+](=O)[O-])cc(/C=N/NC(=O)c2cncc(Br)c2)c1O	6	-14	-19	1	0.3	3	-2	-5	5.7
COC(=O)[C@@H]1C[C@@]2(O)[C@@H](O)[C@@H](O)[C@@H](O)C[C@H]2N1C/C=C/c1ccccc1	2	26	-7	/	-0.1	-11	-1	-4	2.9
COc1ccccc1NC(=O)Cn1c(=O)n(CCc2c[nH]c3ccccc23)c(=O)c2cccnc21	3	-8	1	/	0.2	-4	1	-4	0.6
Cc1ccc(OCCNC(=O)C2CC(=O)N(c3ccc(C)cc3)C2)cc1 (configuration not stated)	0	-10	-23	13	-1.0	2	-3	-4	-0.2
CCc1cc2c(cc3c(=O)n(CC(=O)N4CCC(C)CC4)nc(CC)n32)s1	0	/	21	-4	-0.2	-1	2	1	0.7
Cc1noc2ncnc(N3CCN(c4cccc(Cl)c4)CC3)c12	4	10	-34*	-4	0.7	-3	1	-1	0.4
CCOC(=O)/C(C#N)=C1/C=CN(c2ccccc2)C=N1	0	-1	0	-9	-0.6	2	-3	0	0.0
CCCn1c(C)cc(=O)c2cc(NC(=O)c3ccccn3)ccc21	4	1	8	-6	0.1	5	-7	6	0.2
O=C(CN1CCN(Cc2ccccc2)CC1)N/N=C/C=C/c1ccco1	2	-2	3	-9	0.4	4	-1	2	-0.9
CCn1c(SCC(=O)Nc2ccc(OC)cc2)nnc1-c1ccco1	1	-1	22	6	0.0	-3	-7	-9	0.0
COc1cc(C2C3C(=O)N(Cc4ccccc4)C(=O)C3ON2c2ccccc2)cc(OC)c1OC (configuration not stated)	6	-8	4	-13	0.1	-5	-4	-1	1.3
CCOc1ccc(Oc2nc(NCC(C)C)nc(OC)n2)nn1	2	-13	0	/	-0.1	14	-5	0	-0.2
Cc1ccccc1S(=O)(=O)Cc1ccc(C(=O)N2CCN(c3cccc(C)c3C)CC2)o1	5	8	3	-6	27	18	-1	-1	-0.2
COc1ccc(-c2noc(-c3ccc(NCc4cccnc4)c([N+](=O)[O-])c3)n2)cc1OC	9	/	-7	/	0.1	1	-2	1	-0.1
COc1ccc(NC(=O)CSc2nnc(C3CC3)n2C)cc1	0	5	2	-2	2.2	0	-4	-1	0.0
O=C(COC(=O)C1CCN(S(=O)(=O)c2ccccc2)CC1)NCCc1ccccc1	1	-24	-9	-7	0.5	1	-7	0	0.2
CC(C)CCNC(=O)c1ccc(Cn2c(SCC(N)=O)nc3ccccc3c2=O)cc1	5	/	-15	/	-0.9	-3	-3	-4	-0.1
O=C1NC(c2cccc(Cl)c2)Oc2ccccc21 (configuration not stated)	0	-10	-9	2	-0.7	32*	-11	11	-0.1
COc1ccc(F)cc1S(=O)(=O)Nc1ccc2c(c1)OCO2	1	-8	3	-19	0.0	3	-1	9	0.0
CC(C)Nc1nc(-c2ccccc2)nnc1-c1ccccc1	2	-4	3	-31	-0.9	5	0	-1	-1.4
CCCCN1C=CC(=C2N=c3cccc([N+](=O)[O-])c3=N2)C=C1	-1	-13	-4	-3	-1.6	0	-2	-2	0.2
O=C(NCc1ccccn1)C(=O)Nc1cc2c3c(c1)CC(=O)N3CCC2	0	-2	-15	-2	0.1	0	-4	-6	-0.1
CCC(=O)N1c2ccc(S(=O)(=O)NCc3ccccc3)cc2CC1C (configuration not stated)	9	-18	-6	9	0.6	11	-9	3	-0.6
COC(=O)c1sccc1S(=O)(=O)Nc1ccc(N2CCCCC2)cc1	7	5	-27	3	-1.4	8	0	-20	-0.4
CCOC(=O)N1CCC(NC(=O)CSCc2nc(-c3sccc3C)oc2C)CC1	2	-16	-12	9	-1.1	0	9	-3	-0.3
COc1ccc2c(CC(=O)NC3CCCc4ccccc43)coc2c1 (configuration not stated)	1	11	-7	20	-1.7	-2	2	9	-1.3
Cc1ccccc1-c1nc(S(=O)(=O)c2ccc(Cl)cc2)c(NCCN2CCOCC2)o1	-2	-17	75	6	0.8	12	-3	-17	0.2
O=C1c2ccc(Br)cc2C(=O)N1c1ccc(Cl)cn1	1	-12	0	0	-0.6	-4	-7	-10	-0.1
COc1ccc(N2CCN(C(=O)CSc3ccccc3)CC2)cc1	1	8	-2	-2	0.0	-5	-4	-13	0.1
CC(=O)c1ccc(NC(=O)CSc2nc(C3CC3)nc3ccccc23)cc1	10	/	-11	-4	/	10	/	/	-0.8
C=CCC(Nc1ccccc1)c1ccc(OC)c(OC)c1 (configuration not stated)	0	7	-40*	/	0.2	0	-3	14	-0.4
COc1cccc(-c2noc(C3CCCN(C(=O)CC(C)(C)C)C3)n2)c1 (configuration not stated)	2	-2	-67*	-4	-0.4	7	-6	8	-0.1
CNC(=S)N/N=C/c1cn(CCOc2ccc(OC)cc2)c2ccccc12	5	-16	-7	-16	1.1	-16	-3	-3	-0.2
C=CCNC(=O)C(=O)NN=C1CCN(C)CC1	1	13	1	1	0.7	-1	-1	0	-0.6

11 entries already listed, arranged by formula weight, rising:
SMILES	D1 agonist	D2 antagonist	D1 antag	RXFP1 antagonist	D2 ag	TRHR PAM	D1 PAM	D2 potentiator	TRHR ag
C=CCNC(=O)C(=O)NN=C1CCN(C)CC1	1	13	1	1	0.7	-1	-1	0	-0.6
O=C1NC(c2cccc(Cl)c2)Oc2ccccc21 (configuration not stated)	0	-10	-9	2	-0.7	32*	-11	11	-0.1
C=CCC(Nc1ccccc1)c1ccc(OC)c(OC)c1 (configuration not stated)	0	7	-40*	/	0.2	0	-3	14	-0.4
COc1ccc(NC(=O)CSc2nnc(C3CC3)n2C)cc1	0	5	2	-2	2.2	0	-4	-1	0.0
COc1ccc2c(CC(=O)NC3CCCc4ccccc43)coc2c1 (configuration not stated)	1	11	-7	20	-1.7	-2	2	9	-1.3
COc1ccc(N2CCN(C(=O)CSc3ccccc3)CC2)cc1	1	8	-2	-2	0.0	-5	-4	-13	0.1
CCC(=O)N1c2ccc(S(=O)(=O)NCc3ccccc3)cc2CC1C (configuration not stated)	9	-18	-6	9	0.6	11	-9	3	-0.6
CC(=O)c1ccc(NC(=O)CSc2nc(C3CC3)nc3ccccc23)cc1	10	/	-11	-4	/	10	/	/	-0.8
CNC(=S)N/N=C/c1cn(CCOc2ccc(OC)cc2)c2ccccc12	5	-16	-7	-16	1.1	-16	-3	-3	-0.2
CCOC(=O)N1CCC(NC(=O)CSCc2nc(-c3sccc3C)oc2C)CC1	2	-16	-12	9	-1.1	0	9	-3	-0.3
CC(C)CCNC(=O)c1ccc(Cn2c(SCC(N)=O)nc3ccccc3c2=O)cc1	5	/	-15	/	-0.9	-3	-3	-4	-0.1

(continued)
SMILES	D1 agonist	D2 antagonist	D1 antag	RXFP1 antagonist	D2 ag	TRHR PAM	D1 PAM	D2 potentiator	TRHR ag
Cc1cc(Cl)ccc1C(=O)C1CCCN(C(=O)CCn2cnnn2)C1 (configuration not stated)	0	/	-15	2	/	-2	2	/	0.1
Cc1ccc(NC(=O)CSc2nnc(CNC(=O)c3ccccc3F)o2)cc1	4	11	-5	3	-0.6	11	4	11	-0.1
CCCCn1c(CN2CCN(c3ccc(OC)cc3)CC2)nc2c1c(=O)[nH]c(=O)n2C	0	/	4	/	-0.5	4	3	9	-0.6
Cc1ccccc1C(=O)NC(C)C(c1cccs1)N1CCOCC1 (configuration not stated)	0	18	8	5	0.6	3	-1	-4	-0.1
COc1ccc(N(CC(=O)NCc2ccc(Cl)cc2)S(=O)(=O)c2c(C)nn(C)c2C)cc1	-1	2	3	-17	1.3	3	2	9	-0.3
CC(=O)Nc1ccc(Nc2cc(C)c3ccccc3n2)cc1	13	-17	-1	-7	1.7	1	-3	-2	-0.9
COc1ccccc1NC(=O)CSc1nc(O)cc(=O)n1C	3	28	-12	5	0.2	9	-3	-3	0.2
CN(C)CCNC(C(=O)Nc1cccc(C(F)(F)F)c1)c1ccccc1 (configuration not stated)	6	5	1	3	-0.2	-1	-4	3	0.6
N#Cc1ccc(-c2cccs2)nc1SCc1c(F)cccc1Cl	4	/	4	-21	0.5	1	-4	-4	3.2
COC(=O)c1ccc(Cl)cc1NC(=O)N(Cc1ccc(OC)cc1)C1CCN(C(C)=O)CC1	2	/	12	-17	/	-5	2	4	3.1
O=[N+]([O-])c1ccc(C[n+]2cccc3ccccc32)cc1	5	-5	-10	3	0.5	0	-1	11	4.5
Nc1nncn1C(=O)c1c(Cl)cccc1Cl	1	2	9	-5	0.5	5	-4	11	-0.2
CC1=CC(C)C(C(=O)O)C(C(=O)N2CCN(C)CC2)C1 (configuration not stated)	3	1	1	-12	0.8	3	1	-3	0.9
COc1ccc(CC(=O)N2CCc3cc(OC)c(OC)cc3C2COc2cc(C)cc(C)c2)cc1OC (configuration not stated)	5	/	3	/	0.0	0	-1	12	-0.5
COc1cccc(NC(=O)CN2C(=O)COc3ccc(S(=O)(=O)N4CCC(C)CC4)cc32)c1	4	/	2	-2	/	-17	-1	-12	0.1
CCn1cc(C2N3CC4(C)CN2CC(C)(C3)C4=O)c2ccccc21 (configuration not stated)	1	17	-76*	12	0.5	-8	/	-6	-0.1
O=S(=O)(c1ccc(OCC(O)CNC23CC4CC(CC(C4)C2)C3)c(Cl)c1)N1CCOCC1 (configuration not stated)	20	12	-22	-11	-0.6	-14	1	-9	3.5
Cc1ccc(NCN2C(=O)C3C4CCC(C4)C3C2=O)cc1 (configuration not stated)	1	12	-20	/	0.4	8	-3	-7	0.5
CCn1ccnc1CN1CCN(CC=C(C)C)C(CCO)C1 (configuration not stated)	0	6	-10	-2	-0.3	31*	-4	-11	0.0
CC1CCCCN1S(=O)(=O)c1cccc2nonc12 (configuration not stated)	-1	6	12	-3	0.0	-2	6	-7	-0.4
